From PubChem
EP2 antag – EP2 receptor (human) inhibition; P43116; C6 glioma cells expressing human EP2, cAMP TR-FRET; cells stimulated with saturating PGE2; inhibition, % at 25 µM; hit rate 0.52% among 260,000;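 active = percent inhibition above 40 after rounding to a whole number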;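 note: rat C6 glioma host cells with rolipram phosphodiesterase inhibitor present; the protocol text gives 20 µM as final concentration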
Target sequence (P43116 whole entry, looked up): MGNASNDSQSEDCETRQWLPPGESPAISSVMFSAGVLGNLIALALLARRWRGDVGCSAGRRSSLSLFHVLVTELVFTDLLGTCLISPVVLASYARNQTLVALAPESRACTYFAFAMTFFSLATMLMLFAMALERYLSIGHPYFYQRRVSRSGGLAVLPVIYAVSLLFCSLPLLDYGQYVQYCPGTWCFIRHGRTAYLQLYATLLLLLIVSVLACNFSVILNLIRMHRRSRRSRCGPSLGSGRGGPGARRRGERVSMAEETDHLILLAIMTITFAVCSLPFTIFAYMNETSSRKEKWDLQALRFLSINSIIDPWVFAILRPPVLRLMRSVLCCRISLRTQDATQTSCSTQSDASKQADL
PPC-1+TRAIL kill – kills PPC-1 cancer cells in the presence of TRAIL; cell killing (% activity), % at 4 µM; AID 1443; hit rate 0.41% among 220,000; PPC-1 cells + TRAIL, ATPLite viability luminescence;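 active = cell killing above 50% in the first pass at 4 µM, then a duplicate retest at 5 µM averaging 50% or more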;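 note: plate controls were cells with TRAIL plus DMSO for no effect and medium-only wells lacking cells for full effect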
TRPML3 ag – human mucolipin-3 channel agonism | HEK293 TRPML3-YFP, Fluo-8 calcium fluorescence; 100% = the carbachol control signal | activation, % at 3 µM | hit rate 0.29% among 220,000;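 active = activation above its plate's cutoff, the mean activation of the plate's test wells plus 3 SD, cut at about 12% in these data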;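 note: 0% = DMSO only wells and 100% = carbachol wells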
Target sequence (Q8TDD5 whole entry, looked up): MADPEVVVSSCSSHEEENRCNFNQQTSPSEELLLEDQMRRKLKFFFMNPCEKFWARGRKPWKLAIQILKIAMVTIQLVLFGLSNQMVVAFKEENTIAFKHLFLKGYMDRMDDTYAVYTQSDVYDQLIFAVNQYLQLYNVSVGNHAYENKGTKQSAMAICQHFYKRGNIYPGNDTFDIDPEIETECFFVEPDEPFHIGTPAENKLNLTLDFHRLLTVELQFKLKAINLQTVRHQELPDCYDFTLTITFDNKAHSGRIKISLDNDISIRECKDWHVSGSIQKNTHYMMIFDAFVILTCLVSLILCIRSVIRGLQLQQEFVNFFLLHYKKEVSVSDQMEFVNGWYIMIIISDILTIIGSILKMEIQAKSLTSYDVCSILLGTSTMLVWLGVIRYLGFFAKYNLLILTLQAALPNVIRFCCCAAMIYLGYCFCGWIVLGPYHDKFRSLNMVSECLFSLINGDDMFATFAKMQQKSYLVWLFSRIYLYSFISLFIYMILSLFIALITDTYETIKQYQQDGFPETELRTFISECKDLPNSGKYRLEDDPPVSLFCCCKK
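Test system – HEK293 line with stable expression of human TRPML3-YFP channel · Control set – carbachol 87 µM final as high control (100%), DMSO as low control (0%) · Signal – Fluo-8 calcium dye fluorescence, ex 470-495, em 515-575 nm · Incubation – 1-h 37 °C dye load, 5-s basal, 120-s post-compound reads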
14-3-3 Bad PPI – disrupts binding of bovine 14-3-3 zeta to phospho-Bad peptide | inhibition, % at 21.7 µM | P63103 | hit rate 0.71% among 220,000 | AID 781 | TR-FRET 14-3-3zeta/Dy647-pBad peptide displacement, 1 h;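 active = inhibition above about 70%, limit read from the data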;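 note: 0% = full 14-3-3 plus peptide FRET controls and 100% = background without 14-3-3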
CHOP inhibitor – CHOP inhibition in unfolded protein response; CHO-K1 CHOP-promoter luciferase, tunicamycin-induced, 15-18 h; inhibition, % at 10 µM; hit rate 3.8% among 220,000; AID 2732;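 active = compounds that reduced the stress-induced luciferase reporter signal by more than about 70% of percent inhibition, limit read from the data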;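 note: 0% = tunicamycin plus vehicle and 100% = wells without tunicamycin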
EP2 mod – modulates human prostaglandin E2 receptor EP2 signaling | EP2-expressing cells, cAMP HTRF FRET, PGE2 co-stimulation | P43116 | hit rate 0.83% among 260,000 | induction, % at 25 µM;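 active = compounds whose cAMP rise, as percent of the full-agonist control response, exceeds 60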;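 note: rat C6 glioma line stably carrying human EP2 under a CMV promoter; the protocol text gives 20 µM as final concentration; 100% = response of wells given 1 µM PGE2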
NPY-Y1 antag – blocks the human neuropeptide Y Y1 receptor | P25929 | HEK293-CNG Y1 cells, membrane potential fluorescence; NPY at EC95, then isoproterenol | inhibition, % at 3.6 µM | hit rate 1% among 200,000;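 active = inhibition above the campaign mean inhibition of all tested compounds plus 3 SD, cut at about 20% in these data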;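 note: 0% = DMSO wells given NPY plus isoproterenol and 100% = isoproterenol alone without NPY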
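System: HEK293 cells with Y1 receptor plus CNG channel / Probe or stimulus: NPY 25 nM then isoproterenol 1 µM plus Ro 20-1724 25 µM / Compound: one concentration, 3.6 µM, in 0.4% DMSO / Schedule: compound incubation 1 h at room temperature, readout 45 min post-stimulation / Measured by: membrane potential fluorescence / Read-out: % inhibition of NPY effect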
NPY1 pot ag – potentiators or agonists of human neuropeptide Y receptor Y1 | AID 1304 | P25929 | hit rate 0.37% among 220,000 | activation, % at 3.6 µM | NPY-Y1 expressing cells, potentiator/agonist activation; in the data active = activation above about 33%, passing the limit was not always enough;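 note: cells stimulated with NPY at EC10 then isoproterenol at EC100; 0% = low agonist plus stimulus and 100% = saturating agonist plus stimulus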
zfTRPN1 agonist – activates the zebrafish TRPN1 channel; HEK293 zebrafish TRPN1-YFP, Fluo-8 calcium fluorescence; 100% = response to 87 µM carbachol; activation, % at 3 µM; hit rate 0.18% among 220,000; AID 1424;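 active = activation above its plate's cutoff, the mean activation of test wells on that plate plus 3 SD, cut at about 19% in these data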;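 note: 0% = DMSO alone and 100% = 87 µM carbachol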
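System: zebrafish TRPN1-YFP in HEK293 cells / Dosing: 3 µM single point / Timing: dye loading 1 h at 37 °C, then 30 min room temperature / Signal: Fluo-8 calcium fluorescence, excitation 470-495 nm, emission 515-575 nm / Read-out basis: percent activation from peak over basal fluorescence ratio, control-normalized / Control set: high carbachol 87 µM, low DMSO alone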
* hit, by the source's call; · = not tested or not shown; & = joins results of further samples; [ ] = dose if it differs, or a comment.

SMILES	EP2 antag	PPC-1+TRAIL kill	TRPML3 ag	14-3-3 Bad PPI	CHOP inhibitor	EP2 mod	NPY-Y1 antag	NPY1 pot ag	zfTRPN1 agonist
Cc1nnsc1C(=O)NNC(=O)c1ccc(C(F)(F)F)cc1	5	-12	1.0	0	-7	6	·	4	1.5
CC(C)(C)NC(=O)CN(C(=O)CCN1CCCc2ccccc21)C(C)(C)C	8&8	42	0.4	-8	18	27&30	6	-12	0.8
Cc1ccc(C)c(NC(=O)c2ccc[n+](Cc3ccc([N+](=O)[O-])cc3)c2)c1	5	-1	0.3	-9	-4	24	8	-8	-0.7
N/C(Cc1ccc(Cl)cc1Cl)=N\OC(=O)Cc1cccs1	6	28	-0.1	-20[fluorescence artefact?]	10	8	-3	-4	-1.5
Brc1ccccc1-n1nnc(-c2cccnc2)n1	4	20	-1.1	-9	-5	1	11	4	-0.4
Cc1ccc(N2C(=O)[C@@H]3C(C(=O)CN4C(=O)c5ccccc5C4=O)=NN[C@@H]3C2=O)c(C)c1	9	2	-0.9	1	4	-11	·	5	0.1
O=C(CSCc1ccccc1Br)NC1CC1	3	17	0.4	-9[fluorescence artefact?]	-4	9	6	6	0.3
CCOc1cc(C(=O)N2CCCC2)cc(OCC)c1OCC	21	9	-0.1	5	34	1	12	15	0.0
CCCCCCCCCC[n+]1cccc(C(=O)N(CC)CC)c1	8	22	0.2	10[fluorescence artefact?]	-9	-11	-3	-6	-0.3
O=C(Nc1ccc(N2CCCC2)c(S(=O)(=O)Nc2cccc(C(F)(F)F)c2)c1)c1cccs1	1	-8	0.6	-12[fluorescence artefact?]	90*	-26	-5	-3	-0.7
CC(NCc1ccc2c(c1)OCO2)C(=O)N1CCc2ccccc21 (centres undefined)	10	2	0.4	0[fluorescence artefact?]	15	12	5	-5	-1.4
CC(C)c1nc(Cl)c(C#N)c2c1CSC(C)(C)C2	5	6	0.2	-12	8	73*	1	11	0.6
O=C1CC(N2CCCCCC2)C(=O)N1c1ccc2c(c1)OCO2 (centres undefined)	4	5	0.0	-10[fluorescence artefact?]	6	-3	2	-9	-2.9
NS(=O)(=O)c1ccc(NC(=O)CSc2nc3ccccc3n2-c2ccccc2)cc1	1	3	-0.6	-1	23	14	2	10	-1.2
O=C(CN1C(=O)C2CCCCC2C1=O)OCc1nnc(-c2ccccc2)o1 (centres undefined)	3	9	0.6	-8	-8	-16	2	7	-0.5
COc1cccc2c(=O)c3cccc(N)c3[nH]c12	10	-3	0.9	2	-2	-13	-2	-13	1.2
O=C(Nc1ccccc1N1CCOCC1)C1CCN(S(=O)(=O)c2ccccc2F)CC1	12	23	0.4	5	16	-4	1	20	1.4
CCN(CC)S(=O)(=O)c1cc(NC(=O)CCNC(=O)c2ccccc2Cl)ccc1C	11	-6	-0.4	1	-20	-17	-2	9	0.0
O=C(Cn1c(C(F)(F)F)nc2ccccc21)NCCCN1CCOCC1	3	9	0.2	-10	3	18	6	-4	-1.7
CCOC(=O)c1c(C)[nH]c(C(=O)OCC(=O)c2c(N)n(C)c(=O)n(C)c2=O)c1C	8	-7	1.1	-9	1	1	-2	0	-1.0
O=C(Nc1ccc(Br)cn1)c1coc(=O)c(Br)c1	4	11	0.2	5	-22	22	·	-7	-1.6
COCCN(C(=S)Nc1ccccc1C)C(C)c1ccco1 (centres undefined)	6	4	0.1	1	21	-16	·	5	1.2
CCN=c1scc(-c2ccccc2)n1/N=C/c1ccccn1	11	50	0.9	-11[fluorescence artefact?]	41	-23	-2	23	1.6
c1ccc(CN2CCN(CCOCCOc3ccc4c(c3)CCC4)CC2)cc1	8	0	0.4	-2	13	22	1	-10	0.7
CCOC(=O)C(C)Oc1cccc2c(=O)n(CC(=O)NCCc3ccc(OC)c(OC)c3)ccc12 (centres undefined)	16	10	0.7	0[fluorescence artefact?]	-7	28	0	2	-1.4
The list continues.
SMILES	EP2 antag	PPC-1+TRAIL kill	TRPML3 ag	14-3-3 Bad PPI	CHOP inhibitor	EP2 mod	NPY-Y1 antag	NPY1 pot ag	zfTRPN1 agonist
CC1CCN(CCn2c(=S)[nH]c3ncccc3c2=O)CC1	·	·	0.4	·	·	·	-6	12	1.3
CCN1CCN(CC(=O)N2N=C(c3ccc(OC)cc3)CC2c2ccc(OC)cc2)C(=O)C1=O (centres undefined)	6	11	1.1	-5	-3	0	0	-10	0.1
COc1ccc(C2CC(=O)C(CS(=O)(=O)c3ccccc3)C(=O)C2)cc1 (centres undefined)	2	16	-0.1	17	-4	2	0	19	2.9
COc1cc(CCC(=O)OCC(=O)NC2CCCC(C)C2C)cc(OC)c1OC (centres undefined)	9	-10	0.2	0	-1	-7	5	-12	0.1
Brc1ccc(OCCCCCN2CCOCC2)cc1	4	·	1.3	23	4	-18	0	-26	0.5
COC(=O)c1ccccc1NC(=O)CSc1[nH]c(=O)cc(C)c1C#N	7	8	0.0	-4	-9	4	4	-2	-1.0
CC(c1ccccc1)C1NC(C(=O)O)CS1 (centres undefined)	6	18	-0.2	0	-21	-8	-3	0	0.8
Cn1c(=O)c2c(nc(N3CCOCC3)n2C/C=C/c2ccccc2)n(C)c1=O	5	-2	-0.3	0	3	-12	·	-6	-2.2
CC(C)C1N(C(=O)CN2CCCCC2)CCN1S(=O)(=O)c1ccccc1 (centres undefined)	8	-7	-0.5	-9	-5	-30	4	-5	-2.8
CCOc1ccc(C(C)NC(=O)C2CCCC2)cc1 (centres undefined)	2	-4	0.7	-6	7	26	0	-12	0.3
CC(C)n1c(C(O)c2ccc3c(c2)OCO3)nc2ccccc21 (centres undefined)	6	13	0.5	-1	19	7	-2	-3	-0.7
COc1c2c(nc3occc13)C(CC=C(C)C)(OC)C(=O)C=C2 (centres undefined)	7	·	1.0	-1	11	10	-2	6	1.5
CC(C)N1CCN(Cc2ccccc2-c2ccco2)CC1CCO (centres undefined)	1	-3	1.1	-12	9	-18	14	6	0.5
Cc1noc(C)c1CSCC(=O)OCc1nc2ccccc2c(=O)n1CC#N	4	10	1.1	-15	15	1	-3	12	3.4
CC(C)CCOc1ccc(C(=O)N2CCCC2C(=O)O)cc1 (centres undefined)	6	26	0.1	-3	-1	16	1	-15	1.0
COC(=O)C(C)Sc1nc2c(c(=O)[nH]c(=O)n2C)n1CCC(C)C (centres undefined)	10	17	0.6	50	-13	18	20	-39	-0.2
O=c1cc(C(F)(F)F)[nH]c2ccc(OC(F)(F)F)cc12	9	21	12*	7	-14	-26	·	7	17
CC(NC(=O)C1CCCN1S(=O)(=O)c1ccc2c(c1)n(C)c(=O)c(=O)n2C)c1ccccc1 (centres undefined)	7	-9	0.4	3	16	20	·	15	0.7
CCOc1ccc(NC2=NCC(=O)N2Cc2cccs2)cc1	9	14	-1.0	34[fluorescence artefact?]	-3	22	-2	16	-0.5
CCC(C)[C@H](NC(=O)OC(C)(C)C)c1nnc(SCc2c(C)[nH]c(=O)[nH]c2=O)o1 (some centres undefined)	20	18	0.2	-17[fluorescence artefact?]	36	18	0	-5	-0.3
Cc1cccc(C(=O)NCCCN2CCCC2=O)c1	9	-4	0.9	8	28	28	12	-25	-0.9
CSc1nnc(-c2cc[n+](C)cc2)n1CCO	12	13	0.3	29[fluorescence artefact?]	10	31	-2	13	1.7
O=C(O)c1ccc(NCc2ccc(Br)cc2)cc1	3	-3	0.0	-1	10	4	-2	7	2.7
Clc1ccc(SCc2cc(-c3ccccc3)on2)cc1	12	8	0.1	-7	29	-6	2	-25	-0.9
CC(=O)c1c(C(C)=O)c(C)n(C(c2ccccc2)c2ccccc2)c1C	-1	-13	-0.6	-3	-2	39	8	16	-1.6

Just EP2 antag, for 3 of the compounds above:
| SMILES | EP2 antag |
| --- | --- |
| CC(C)C1N(C(=O)CN2CCCCC2)CCN1S(=O)(=O)c1ccccc1 (centres undefined) | 8 |
| CCOc1ccc(C(C)NC(=O)C2CCCC2)cc1 (centres undefined) | 2 |
| CC(C)n1c(C(O)c2ccc3c(c2)OCO3)nc2ccccc21 (centres undefined) | 6 |

Remaining list, next part
SMILES	EP2 antag	PPC-1+TRAIL kill	TRPML3 ag	14-3-3 Bad PPI	CHOP inhibitor	EP2 mod	NPY-Y1 antag	NPY1 pot ag	zfTRPN1 agonist
Cc1ccccc1NC(=O)OCc1cccnc1Sc1ccc(Cl)cc1	11	4	-0.1	-7[fluorescence artefact?]	39	2	11	-19	0.6
O=C(Nc1nccs1)C1CCN(S(=O)(=O)c2ccc(Cl)c(C(F)(F)F)c2)CC1	7	18	0.8	-4[fluorescence artefact?]	70*	-10	-1	-21	0.0
CCCC(=O)Nc1ccc(C(=O)O)cc1NC(=O)CCC	17	8	0.9	7	-10	22	4	2	-1.0
O=C(CSc1nc2ccccc2c(=O)n1CC1CCCCC1)N1CCOCC1	10	-16	-0.2	6	26	-1	1	-2	1.5
CCOC(=O)C1(CCc2ccccc2)CCN(C(=O)CCn2cncn2)CC1	7	-2	0.2	-3	-31	-19	-6	16	-0.1
CCN1CCN(c2ccc(NC(=O)c3ccc4c(c3)OCO4)cc2)CC1	·	-5	0.5	7	-11	-23	-1	17	-0.1
CN(C)c1nc(OCCNC(=O)Nc2ccccc2)nc(N2CCCCC2)n1	4	-4	-0.1	2	15	16	-1	17	-0.6
Cc1ccccc1-n1c(SC(C)C(=O)N2CCN(C)CC2)nc2ccccc2c1=O (centres undefined)	·	11	-0.1	-21	0	8	1	-1	0.2
CN(c1ccccc1C(=O)N1CCN(c2cccc(Cl)c2)CC1)S(C)(=O)=O	6	12	-0.4	1	-13	-17	-1	1	0.4
Cc1cccc(NC(=O)c2cc3ccccc3nc2C)c1	6	7	0.2	6	5	-20	1	-13	1.3
COCCOC(=O)C1=C(C)NC(=O)N(C(C)=O)C1c1ccc(Cl)cc1 (centres undefined)	8	-2	3.0	-6	40	-31	-2	13	3.2
Cn1c(SCC(=O)Nc2ccccc2[N+](=O)[O-])nnc1C(F)(F)F	5	6	0.5	-3	-4	18	6	3	1.1
Cc1ccccc1C(=O)Nc1ccc(S(=O)(=O)Nc2onc(C)c2C)cc1	5	19	1.1	-5	9	-9	·	-3	1.0
N#CC1=C(N)SC(C(=O)c2ccccc2)C1c1cccs1 (centres undefined)	12	15	-0.1	-5	-6	36	0	-13	0.0
CC(C)(C)c1ccc(C(=O)NNC(=O)c2cccc(-n3cnnn3)c2)cc1	3	16	0.3	6	26	-16	·	-16	3.4
CN1CCN(C(=O)c2ccccc2Nc2ccc(SC(F)F)cc2)CC1	1	21	1.0	-4	-5	11	-1	-13	0.1
c1ccc(-c2nnc3ccc(N4CCCC4)nn23)cc1	14	11	0.0	-1	-7	20	1	11	-0.3

A portion of the library (hit frequency here may not be typical).
